Screening results: PubChem BioAssay, Broad Institute
XiGFP reactiv: activators of inactive X chromosome reactivation, primary screen, imaging, XiGFP fibroblasts, GFP high-content imaging, set 2; 360,000 tested, 0.055% active; XiGFP mouse fibroblasts, % GFP-positive cells imaging, 3 d; cells co-treated with 5-aza-dC sensitizer; scaled so ellipticine positive control = 100%; activation, % at 7.58 µM;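 active = mean normalized replicate activation at least 10% and every replicate at or above 10%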;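 also: 0% = median of on-plate neutral control wells and 100% = ellipticine 6 µM median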
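Schedule: 3 d treatment, 15 min room-temperature fixation; system: 68-5-11 XiGFP fibroblast line; buffer or medium: DMEM plus 5-aza-dC sensitizer; control set: ellipticine 6 µM positive control; compound: one concentration, pinned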
E-sel inducer: E-selectin induction in HUVECs, primary screen, imaging, HUVEC, immunofluorescence imaging, single point. normalized: neutral wells 0, TNF-alpha wells 100. activation, % at 7.58 µM. 260,000 tested, 0.37% active. AID 686992, 2013;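 active = mean E-selectin-positive cell signal at least 10% of the positive control, reached in at least 60% of replicates, without over 20% cell loss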;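 also: in these data hits start at about 27%; measured in HUVEC primary endothelial cells; signal is the percent of cells scored E-selectin positive by PE staining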
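Read-out: % PE-positive cells | Test system: HUVEC | Doses: One compound dose added by pin transfer | Buffer or medium: EGM-2 over gelatin coat | Signal: Immunofluorescence imaging | Benchmarks: TNF-alpha, DMSO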
RAD54 branch: inhibitors of human RAD54 branch migration, primary screen, biochemical, fluorescence, single point | 360,000 tested, 0.14% active | inhibition, % at 10.4 µM | AID 602329, 2012 | RAD54 Holliday junction branch migration, FAM/BHQ fluorescence | DNA repair and recombination protein RAD54-like (Homo sapiens), Q92698;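 active = mean normalized replicate activity at least 40 and at least half of replicates scoring 40 or more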;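 also: 0% = median of neutral control wells and 100% = median of positive control wells; inhibitors cause a drop in the FAM fluorescence signal; in these data hits start at about 50%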
Target sequence (Q92698 whole entry, looked up): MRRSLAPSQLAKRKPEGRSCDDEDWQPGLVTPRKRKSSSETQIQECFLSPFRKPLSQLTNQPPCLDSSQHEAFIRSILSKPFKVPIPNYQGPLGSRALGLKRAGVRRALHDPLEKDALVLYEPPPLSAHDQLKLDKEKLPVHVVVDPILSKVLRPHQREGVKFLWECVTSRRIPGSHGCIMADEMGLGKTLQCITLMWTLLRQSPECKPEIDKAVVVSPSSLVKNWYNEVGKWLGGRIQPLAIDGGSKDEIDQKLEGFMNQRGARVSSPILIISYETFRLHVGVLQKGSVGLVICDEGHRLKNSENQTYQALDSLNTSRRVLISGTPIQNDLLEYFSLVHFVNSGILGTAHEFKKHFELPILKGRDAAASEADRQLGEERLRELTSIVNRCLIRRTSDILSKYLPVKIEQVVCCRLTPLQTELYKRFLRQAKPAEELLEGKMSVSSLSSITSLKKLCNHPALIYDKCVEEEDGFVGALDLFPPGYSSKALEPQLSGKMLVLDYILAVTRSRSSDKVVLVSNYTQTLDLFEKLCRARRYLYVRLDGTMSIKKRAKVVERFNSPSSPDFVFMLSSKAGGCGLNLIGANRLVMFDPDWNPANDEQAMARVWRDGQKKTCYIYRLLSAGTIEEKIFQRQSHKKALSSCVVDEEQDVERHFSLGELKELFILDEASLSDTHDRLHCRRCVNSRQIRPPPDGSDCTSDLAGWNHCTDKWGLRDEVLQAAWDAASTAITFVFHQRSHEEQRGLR
FN deposition inh: inhibitors of fibronectin matrix deposition, primary screen, AH1F cells, Alexa488-fibronectin fluorescence, plate reader; AH1F fibroblasts, overnight; inhibition, % at 12.6 µM; 350,000 tested, 0.086% active;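 active = mean inhibition across replicates of 30% or more, regardless of how many single replicates reach that level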;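 also: positive control wells lacked labelled fibronectin entirely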
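Material: AH1F fibroblast monolayer depositing Alexa488-labelled fibronectin into matrix / Amount: 10000 AH1F cells per well / Signal: fluorescence 485/525 nm / Medium: DMEM, 2% serum / Compound: single dose, pinned / Incubation: 1 h cell adhesion before compound, then overnight fibronectin incubation / Reagent: Alexa488-FN, 24 nM final / Read-out: inhibition of fibronectin deposition signal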
S100A4 MyoIIA: inhibitors of S100A4-myosin IIA peptide binding, primary screen, biochemical, fluorescence polarization, TAMRA-MyoIIA peptide | Protein S100-A4 (Homo sapiens), P26447 | AID 652163, 2013 | inhibition, % at 10.7 µM | 360,000 tested, 0.14% active;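 active = mean inhibition of at least 70% across replicates, with every replicate also reaching that level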
Target sequence (P26447 whole entry, looked up): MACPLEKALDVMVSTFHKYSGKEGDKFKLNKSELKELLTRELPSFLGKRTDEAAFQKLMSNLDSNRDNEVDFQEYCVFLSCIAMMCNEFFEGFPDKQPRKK
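Material: human S100A4 monomer with TAMRA-labelled myosin IIA peptide; buffer or medium: HEPES pH 7.2 with CaCl2, KCl, NaCl, DTT, Triton; compound dosing: one concentration per compound; schedule: 5 min incubation before reading; benchmarks: neutral control DMSO, positive control TFP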
EWS-Fli inh: EWS/Fli-driven NR0B1 reporter inhibitors, primary screen, A673 cells, NR0B1 luciferase, luminescence, MLPCN library | viability-normalised | inhibition, % at 12.6 µM | 350,000 tested, 0.67% active;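 active = mean inhibition of at least 50% after viability correction, with every replicate also passing that limit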;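 also: firefly luciferase signal divided by Alamar Blue viability fluorescence both relative to DMSO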
RAD52 anneal inh: RAD52 DNA annealing inhibitors, primary screen, biochemical, FRET, single point, set 2; AID 651710, 2012; 360,000 tested, 0.46% active; recombinant RAD52 DNA annealing, FRET fluorescence; inhibition, % at 18.7 µM; DNA repair protein RAD52 homolog (Homo sapiens), P43351;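 active = every replicate showing at least 50% inhibition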
esBAF inh: Bmi1 luciferase reporter increase in mESCs, primary screen, esBAF inhibitor project, mouse ES cells, Bmi1 luciferase knock-in, single point; 350,000 tested, 2% active; 24 h; 100% = twice the neutral-well signal; reporter increase, % at 12.5 µM; in the data active = activation above about 40%;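 also: 0% = median of the plate's neutral control wells and 100% = double that signal; a rise in the Bmi1 reporter signal indicates esBAF inhibition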
* hit, by the source's call; nt = not tested or not shown; & = joins results of further samples. Random draw from the library; about 3% have a hit in one of these screens.

Below each compound – RAD54 branch	esBAF inh	S100A4 MyoIIA	FN deposition inh	XiGFP reactiv	RAD52 anneal inh	E-sel inducer	EWS-Fli inh
Cn1c(CNC(=O)C(Cc2ccccc2)NC(=O)c2cccc(F)c2)cc(=O)n(C)c1=O (stereo not given)
  6.5	-3.4	-2.3	7.1	0.2	-6.4	3.6	0.6
CCOc1cc(C2C(C(=O)N3CCOCC3)=C(C)NC3=C2C(=O)CCC3)ccc1O (stereo not given)
  1.1	-8.5	0.1	nt	nt	-4.5	nt	2.9
CCC(CC)NC(=O)CSc1nnc(-c2c[nH]c3ccccc23)o1
  nt	nt	-0.4	-4.3	-0.1	-1.8	0.2	4.0
NC(=O)c1c(N)[nH]c(C(=O)c2ccccc2)c1-c1ccccc1Cl
  nt	nt	-17.5	2.3	-0.2	-11.7	0.3	-18.3
COc1ccc(C2=Nc3ccc(Br)cc3C(c3ccccc3)N2CC(=O)NN)cc1 (stereo not given)
  -2.1	-3.3	nt	-1.3	0.1	nt	nt	nt
C[C@H](CO)N1C[C@H](C)[C@@H](CN(C)C(=O)NC2CCCC2)Oc2ncc(-c3ccncc3)cc2C1=O
  0.4	1.0	-0.4	-2.9	0.2	8.1	-0.3	-11.9
Cc1ccc(C(=O)OCc2nnc(-c3ccccc3)o2)s1
  5.7	27.7	-4.1	5.2	0.2	-4.0	0.0	-15.0
COc1ccc(CN(C)CC(O)COC(c2ccccc2)c2ccccc2)c(OC)c1OC (stereo not given)
  3.9	-5.0	-18.1	2.3	0.5	14.7	nt	35.0
CC(C)CCNC(=O)NC(=O)COC(=O)/C=C/c1cccc([N+](=O)[O-])c1
  4.4	-10.9	0.5	-4.5	0.2	-14.8	nt	-5.0
COc1ccc2c3c(n(C)c2c1)[C@H](CO)N(C(=O)Nc1ccc(F)cc1)CC31CCN(Cc2cccc(F)c2)CC1
  nt	nt	3.6	nt	0.2	12.5	0.0	29.9
CC(C)NC(=O)N(C)C[C@@H]1Oc2ccc(N(C)C)cc2C(=O)N([C@H](C)CO)C[C@H]1C
  0.6	-5.0	-0.7	2.9	-0.8	-15.3	-2.7	-7.0
O=C(c1cc2cc3ccc(Cl)cc3nc2o1)N1CCN(Cc2ccc3c(c2)OCO3)CC1
  nt	nt	2.2	0.7	-0.1	-1.0	2.2	-25.5
CCSc1ncc(Cl)c(C(=O)Nc2ccc(S(N)(=O)=O)cc2)n1
  -6.4	-12.3	2.3	1.3	0.1	-19.8	-0.1	17.6
CC1(C)C(=O)Nc2ccccc2N1C(=O)CN1C(=O)C(=O)N(C2CCCC2)C1=O
  nt	nt	3.4	-4.7	0.0	-4.4	0.3	5.3
O=C(CSc1nnc(-c2ccncc2)n1-c1ccccc1Cl)Nc1ccc(C(=O)O)cc1
  nt	nt	-2.4	-9.8	0.1	-13.6	nt	10.0
C[C@@H]1CN([C@H](C)CO)C(=O)CCCn2nncc2CO[C@@H]1CN(C)Cc1ccncc1
  nt	-3.0	nt	-10.5	-0.1	nt	0.1	-6.8
O=C(COc1ccccc1)Nc1ccccc1C(=O)NC1CC1
  -1.6	0.1	2.1	-4.7	-0.1	-9.7	0.9	-0.8
CN(C)C(=O)c1cccc(-c2ccc3c(c2)[C@@H]2[C@@H](CCN2C(=O)c2ccc4c(c2)OCO4)[C@H](CO)N3)c1
  3.5	6.2	nt	-17.0	-0.1	nt	0.3	4.8
Cc1cccc(C)c1N1C(=O)c2ccccc2NC(=O)C1C(=O)NCC(C)C (stereo not given)
  nt	nt	-3.0	-2.9	0.0	-4.4	-0.2	-3.9
O=C(CN1CCOCC1)N[C@H]1CC[C@@H](CCNC(=O)C2CCC2)O[C@H]1CO
  -1.2	0.1	-17.4	-3.9	0.4	0.2	-0.1	6.6
N#C[C@H]1[C@@H](c2ccccc2-c2cccc(F)c2)[C@@H](CO)N1C(=O)C1CCCC1
  nt	nt	0.0	-8.6	0.1	-18.3	0.2	0.3
Cc1ccc(C(=O)N(CC(=O)NC2CCCC2)c2ccccc2C)s1
  nt	nt	5.9	-6.8	-0.8	9.5	-0.5	5.0
COc1ccccc1N1CCN(C(=O)c2nn(C)c3c2CS(=O)(=O)c2ccccc2-3)CC1
  -5.2	7.4	-1.6	6.4	0.0	-20.6	nt	-0.9
COc1ccc(NC(=O)CN(C)C(=O)CCNC(=O)Nc2ccccc2)cc1
  -2.9	-4.2	1.3	7.1	0.2	-8.4	3.6	3.1
OC(CNCc1ccccc1C(F)(F)F)C(F)(F)F (stereo not given)
  nt	nt	0.7	1.4	-0.1	-15.8	-1.2	9.5
COc1cc(NC(=O)c2cnc(N)s2)cc(C(=O)Nc2cccc(C(F)(F)F)c2)c1
  9.3	13.1	-0.9&0.0	18.8&-0.5	0.2&0.1	-7.1&-14.3	0.7&0.3	-25.3&-28.1
CNC[C@@H]1OCCCC[C@H](C)Oc2ccc(N)cc2C(=O)N([C@@H](C)CO)C[C@H]1C
  -18.0	1.4	-0.1	nt	nt	-126.9	nt	-5.9
CC(C)CCNC(=O)C(=O)NCC1OCCCN1S(=O)(=O)c1cccs1 (stereo not given)
  -1.8	8.9	-2.2	nt	-0.1	-9.4	0.0	2.9
COc1ccccc1NC(=O)COC(=O)C1CC2CCCC(C1)C2=O (stereo not given)
  nt	nt	-2.3	0.3	0.3	2.1	0.1	1.1
COc1ccc(C)cc1NC(=O)c1cc(S(=O)(=O)N2CCC3(CC2)OCCO3)ccc1F
  4.5	8.3	-4.8	-5.5	0.2	-18.1	2.0	nt
CC(C)NC(=O)N1[C@H](CO)[C@@H]2c3ccccc3N(C(=O)Nc3ccc(Cl)cc3)C[C@@H]21
  1.5	17.9	0.4	nt	0.0	-5.6	-0.4	-8.3
O=C(c1ccc(Cl)cc1)N1CCCC(C(=O)N2CCc3ccccc3C2)C1 (stereo not given)
  -2.0	24.7	-1.0	-3.4	0.0	-1.5	0.2	-12.7
Cc1onc(-c2c(Cl)cccc2Cl)c1C(=O)c1ccc(F)cc1
  -11.5	nt	0.6	-2.5	0.3	-6.5	-0.9	3.2
O=C(NC(=S)Nc1ccc(Br)cc1)C1CCC1
  -5.4	39.2	-2.2	-3.2	-0.1	1.7	0.3	nt
C[C@H](CO)N1C[C@H](C)[C@@H](CN(C)S(C)(=O)=O)Oc2ncc(C#CC3CCCCC3)cc2C1=O
  -2.5	7.5	6.7	nt	-1.1	1.1	0.2	-46.1
CCCC#Cc1ccc([C@@H]2[C@H](CO)N3C(=O)CN(C(=O)NC4CCCC4)C[C@@H]23)cc1
  nt	nt	12.6	nt	-0.1	-17.1	-0.2	1.1
CCc1cc(N2CCOCC2)cc2c1[nH]c1ccccc12
  -3.8	-8.4	-1.3	nt	nt	-11.6	nt	11.3
O=C(NCC(F)(F)F)c1ccc(S(=O)(=O)Nc2ccccc2N2CCCC2)cc1
  -2.2	-3.6	6.7	-10.0	0.0	-39.2	0.2	-1.9
COc1ccc(C(=O)NCCNc2nc3ccc(C)cc3cc2C#N)cc1OC
  10.4	-14.8	-17.9	-5.0	-0.2	-27.5	nt	10.2
C/C=C/c1ccc([C@H]2[C@@H](CO)N3C(=O)CN(S(=O)(=O)c4cccc(F)c4)C[C@@H]23)cc1
  nt	nt	4.3	nt	0.2	-11.0	-0.7	52.0*
COc1ccc(NC(=O)COC(=O)c2ccc(S(=O)(=O)N3CCCC3)cc2)cc1OC
  -3.6	-10.9	3.4	-8.2	0.4	-6.9	0.4	-0.2
COc1cccc(S(=O)(=O)N(C)C[C@@H]2OCc3cn(nn3)CCCC(=O)N([C@@H](C)CO)C[C@@H]2C)c1
  nt	-4.7	nt	-16.3	-0.4	nt	0.8	0.4
C#CCN(C[C@H]1[C@H](OC(=O)NCCCCCC)[C@H](OC(=O)NCCCCCC)C[C@@H](C(=O)OC)[C@H]1C(=O)OC)S(=O)(=O)c1ccc(C)cc1
  -0.4	12.1	9.0	-10.6	-0.2	-8.1	-0.2	3.0
CCOc1c2ccc(C(=O)NCc3ccc(OC(F)(F)F)cc3)cc2nn1C
  -4.4	5.0	-1.8	2.4	-0.1	-10.6	-0.1	-7.4
COc1ccc(NC(=O)Nc2cccc3c2O[C@@H](CN(C)Cc2ccc(C(=O)Nc4ccccc4N)cc2)[C@H](C)CN([C@@H](C)CO)C3=O)cc1
  nt	nt	-6.5	nt	-0.8	-6.6	0.4	-5.3
Cc1ccc(SCc2noc(C(=O)NC(C)C)c2C(=O)O)cc1C
  -2.3	-10.1	0.9	-4.0	0.0	-12.1	nt	2.7
COc1ccc(C(=O)/C=C/C(=O)N(CC(=O)NC2CCCCC2)CC2CCCO2)c(O)c1 (stereo not given)
  nt	nt	3.9	11.3	0.0	-5.4	4.1	56.2*
CC(C)N(C(=O)Cn1c(=O)oc2ccccc21)c1ccccc1
  -2.1	-5.4	-3.1	-1.6	-0.1	0.7	nt	-7.8
COc1ccccc1NC(=O)c1sc2ncn(CC(=O)Nc3ccccc3)c(=O)c2c1C
  7.8	-0.3	-3.1	1.6	-0.1	-40.7	nt	8.7
Cc1ccc(C2=NOC(C)(c3sc(-c4ccc(Cl)cc4)nc3C)C2)cc1 (stereo not given)
  12.0	16.9	3.2	15.9	1.0	-9.5	-0.1	-90.3
C[C@@H]1CN([C@@H](C)CO)C(=O)c2cc(C#Cc3cccc(F)c3)cnc2O[C@@H]1CN(C)C(=O)C1CCCCC1
  3.5	0.5	-9.2	nt	-0.7	-9.3	0.1	3.1
O=C(Cc1ccccc1)Nc1ccc(NC(=O)Cc2ccccc2)c(Cl)c1
  4.9	2.0	-3.7	-6.6	0.0	-20.2	0.0	-8.4
O=C(Oc1ccccc1)N1CCCCC1
  -15.5	-6.2	4.0	-6.1	0.0	-8.5	-0.1	2.9
CSc1ccccc1C(=O)N1CCc2ccccc2C1
  -8.0	5.7	-0.6	3.6	0.0	-6.7	2.0	-1.1
C/C(=N\S(=O)(=O)c1ccc(C)cc1)Nc1cc(C(C)C)c(O)cc1C
  -5.1	-8.1	-8.0	-3.4	0.1	-14.1	nt	8.0

Entries above that contain two or more sulfur atoms (two):
Below each compound – RAD54 branch	esBAF inh	S100A4 MyoIIA	FN deposition inh	XiGFP reactiv	RAD52 anneal inh	E-sel inducer	EWS-Fli inh
CCSc1ncc(Cl)c(C(=O)Nc2ccc(S(N)(=O)=O)cc2)n1
  -6.4	-12.3	2.3	1.3	0.1	-19.8	-0.1	17.6
CC(C)CCNC(=O)C(=O)NCC1OCCCN1S(=O)(=O)c1cccs1 (stereo not given)
  -1.8	8.9	-2.2	nt	-0.1	-9.4	0.0	2.9
